Screening data from PubChem BioAssay.
TDP1 cell CPT – qHTS for Inhibitors of human tyrosyl-DNA phosphodiesterase 1 (TDP1): qHTS in cells in presence of CPT; chicken DT40 Tdp1-/-;hTDP1 cells + 20 nM CPT, ATP luminescence, 48 h; Potency, µM (top dose mostly 46.2 µM), for inactives: at the highest dose activity change, negative = growth inhibition, actives largely listed as inhibitors; actives 12% (n = 420,000); AID 686979, 2013; further: nearly all actives have a fitted effect of over 55% in size
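Chicken DT40 Tdp1-/- cells complemented with human TDP1, 400 cells/well, exposed to compounds plus 20 nM camptothecin for at least 48 h at 37 C; viability read as ATP content by CellTiter-Glo luminescence.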
DT40 TDP1 no CPT – qHTS for Inhibitors of human tyrosyl-DNA phosphodiesterase 1 (TDP1): qHTS in cells in absence of CPT | Potency, µM (top dose mostly 46.2 µM), for inactives: at the highest dose activity change, negative = growth inhibition, most hits filed as inhibitors | actives 15% (n = 420,000) | DT40 Tdp1-/- hTDP1 cells, no CPT, ATP luminescence, 48 h; further: nearly all actives have a fitted effect of over 55% in size
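Growth kinetics read by CellTiter-Glo luminescence after ≥48 hr at 37 °C. Cells: DT40 Tdp1-/- stably carrying human TDP1, 400 per well, compound exposure in the absence of CPT (DMSO vehicle).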
KAT2A inh – qHTS Assay for Inhibitors of GCN5L2. Histone acetyltransferase KAT2A (Homo sapiens), Q92830. GCN5L2 HAT assay, ThioGlo1 CoA-SH fluorescence. Potency, µM (highest dose often 58.9 µM), for the others: top-dose activity change, negative = inhibition, most hits filed as inhibitors. actives 0.21% (n = 390,000)
Target sequence (Q92830 whole entry, looked up): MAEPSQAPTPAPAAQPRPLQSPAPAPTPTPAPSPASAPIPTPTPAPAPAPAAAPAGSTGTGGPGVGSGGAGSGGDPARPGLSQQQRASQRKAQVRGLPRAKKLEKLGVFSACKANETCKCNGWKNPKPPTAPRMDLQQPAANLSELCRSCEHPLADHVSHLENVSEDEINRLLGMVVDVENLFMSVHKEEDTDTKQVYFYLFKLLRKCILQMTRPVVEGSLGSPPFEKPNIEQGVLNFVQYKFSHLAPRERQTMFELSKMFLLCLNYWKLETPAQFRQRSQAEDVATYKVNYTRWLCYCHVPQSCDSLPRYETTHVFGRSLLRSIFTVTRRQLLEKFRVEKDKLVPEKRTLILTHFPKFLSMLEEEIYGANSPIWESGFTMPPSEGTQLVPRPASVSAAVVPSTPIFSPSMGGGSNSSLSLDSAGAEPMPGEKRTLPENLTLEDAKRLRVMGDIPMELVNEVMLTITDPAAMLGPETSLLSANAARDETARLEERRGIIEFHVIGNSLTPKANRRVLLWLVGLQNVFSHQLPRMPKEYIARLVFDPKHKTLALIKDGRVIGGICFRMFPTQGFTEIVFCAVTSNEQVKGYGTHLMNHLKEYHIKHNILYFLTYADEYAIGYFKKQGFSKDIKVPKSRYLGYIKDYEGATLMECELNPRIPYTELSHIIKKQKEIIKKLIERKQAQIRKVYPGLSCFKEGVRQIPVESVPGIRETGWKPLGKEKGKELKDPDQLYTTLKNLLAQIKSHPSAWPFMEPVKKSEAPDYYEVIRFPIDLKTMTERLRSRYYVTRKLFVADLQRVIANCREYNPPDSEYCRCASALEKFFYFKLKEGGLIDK
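Preincubate 20nM GCN5L2 with compound 15 min, RT → add 50uM ThioGlo1 + 75uM H3(1-25) + 70uM acetyl-CoA → read fluorescence 0 and 20 min. Primary qHTS; fluorescent artifacts likely.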
An asterisk follows results filed as active; ? = inconclusive; nt = no result given. The call rests on the fitted dose curve; in most records, active means well fitted curve in the direction sought with a large enough effect; inconclusive means small, poorly fitted or top-dose-only effect, or another doubt; inactive means no such curve, though single readings can be large; an effect the other way counts as inactive or inconclusive. On the % scale 0 is the no-effect control and ±100 the full control effect; potency means the concentration at half of the fitted maximal effect.

Under each structure – TDP1 cell CPT | DT40 TDP1 no CPT | KAT2A inh
> CN(C)c1ccc(/C=N/N=C2/NC(=O)/C(=C/c3ccc([N+](=O)[O-])cc3)S2)cc1
    ? | 16µM* | -12%
> COc1cccc(-c2nn(-c3ccc(C)cc3)cc2C(=O)NCC(c2cccs2)N2CCOCC2)c1 (configuration not stated)
    ? | ? | -14%
> COc1ccc(NC(=O)C2COc3ccccc3C2)cc1Cl (configuration not stated)
    18µM* | 16µM* | -4%
> O=S(=O)(c1ccc(Br)cc1)N1CCOCC1
    -5% | 0% | nt
> O=C(NCc1ccc2c(c1)OCO2)c1cccnc1Cl
    -11% | 12% | 2%
> COc1ccc(C)cc1NC(=O)CCN1CC(C)OC(C)C1 (configuration not stated)
    0% | -2% | -1%
> CN1CCN(Cc2cccc(Oc3ccccc3)c2)CC1
    -14% | ? | -18%
> O=C(Nc1cccc(-c2cn3cccnc3n2)c1)c1ccc(Br)o1
    -20% | ? | 1%
> NC(Cc1cnc[nH]1)c1csc(Nc2ccc(C(F)(F)F)cn2)n1 (configuration not stated)
    -21% | -26% | nt
> O=C(NCc1ccco1)C1c2ccccc2Oc2ccccc21
    ? | -13% | -3%
> COc1ccc(-n2nnnc2C2CCN(S(=O)(=O)c3ccc(C)cc3)CC2)cc1
    13µM* | -76% | -17%
> COC(=O)C1=C(C(=O)OC)[C@@H]2N(C)c3ccccc3[C@@]23C[C@@H](CO)N=C3N1
    3% | 5% | nt
> Fc1ccccc1-c1nc(NCc2ccco2)c2ccccc2n1
    24% | -14% | -15%
> Cc1ccc(NC(=O)c2nnn(Cc3cccc(C(F)(F)F)c3)c2N)c(C)c1
    ? | ? | 0%
> Cc1ccc(N2C(=O)/C(=C/c3ccco3)SC2=S)cc1
    10% | 2% | 5%
> CC(Sc1nc(C(F)(F)F)nc2ccccc12)C(=O)NC1CCCC1 (configuration not stated)
    -14% | ? | 0%
> O=C(c1ccncc1)N1CCC2(CC1)CN(c1ccccc1)C2
    16µM* | ? | -8%
> CCC(=O)N(Cc1cc(=O)[nH]c2ccccc12)C1CCCCC1
    ? | ? | -5%
> COc1ccccc1N(C)S(=O)(=O)c1ccc(C(=O)OCC(=O)NCCC2=CCCCC2)cc1
    17% | -16% | -7%
> CCC(=O)NC(=S)Nc1ccc(NC(=O)c2ccco2)c(OC)c1
    ? | -27% | -3%
> CCC(C)(C)n1nnnc1C(C(C)C)N(Cc1cccnc1)Cc1ccco1 (configuration not stated)
    ? | ? | 3%
> C(=C\c1ccccc1)/CN1CCN(Cc2ccc3c(c2)OCO3)CC1
    -9% | -29% | -1%
> O=[N+]([O-])c1ccc2nc(-c3ccccc3)n(OCc3ccc(Cl)cc3)c2c1
    15µM* | 9.2µM* | -1%
> CCS(=O)(=O)c1nc2ccccc2n1CC(=O)N1CCCCC1
    -1% | -3% | -3%
> COc1ccc(NC(=O)CCNS(=O)(=O)c2ccc(Cl)c([N+](=O)[O-])c2)cc1S(N)(=O)=O
    0% | -12% | -4%
> CN(Cc1cnccn1)C(=O)C1CCC(=O)N(CCc2ccc(Cl)cc2)C1 (configuration not stated)
    11% | 5% | 3%
> S=C(NCc1ccco1)NCC(c1ccco1)N1CCCCC1 (configuration not stated)
    -13% | ? | -3%
> CCOC(=O)C1(CCOc2ccccc2)CCN(C(=O)c2ccc(-n3cccn3)cc2)CC1
    ? | 21µM* | -19%
> COc1ccc(/C=N/Nc2nccnc2Cl)cc1
    9.2µM* | 21µM* | -4%
> COC(=O)c1c(NC(=S)NNS(=O)(=O)c2ccc(OC)cc2OC)sc2c1CCCCCC2
    -7% | -10% | -2%
> Cc1cc(C(=O)NN=C2CCCCCC2)c(C)o1
    -2% | 16% | 5%
> O=C(Nc1cccc(Cl)c1)c1ccc(NCCCN2CCOCC2)c([N+](=O)[O-])c1
    ? | 29µM* | -4%
> COc1cc(/C=C/C(=O)OCC(=O)NCCCc2ccccc2)ccc1O
    -9% | -15% | -4%
> O=C(NCCCN1CCOCC1)c1ccc2c(=O)n(Cc3cccc(Br)c3)c(=S)[nH]c2c1
    -17% | ? | 1%
> CCN(CC)C(=O)C1=C(C)N(Cc2ccccc2)C(=O)C(CC(=O)NC2CCCCC2)C1 (configuration not stated)
    -23% | -22% | nt
> CCOc1ccc(NC(=S)N2CCC(NC(=O)c3ccccc3)CC2)cc1
    10% | -24% | -2%
> Cc1cccc(N2C(=O)CC(N3CCN(c4cccc(C(F)(F)F)c4)CC3)C2=O)c1 (configuration not stated)
    -7% | -6% | -20%
> CC(=O)N1CCN(c2ccc(NC(=O)c3ccc(Br)o3)cc2Cl)CC1
    16µM* | 26µM* | 0%
> CCNC(=O)CC1C(=O)N(c2ccc(F)cc2)C(=O)N1CCc1ccc(OC)cc1 (configuration not stated)
    -2% | -29% | -3%
> COC(=O)c1ccccc1OCc1cc(=O)oc2ccc(C)cc12
    -8% | -10% | nt

An excerpt of these results, with tabs:
smiles	TDP1 cell CPT	DT40 TDP1 no CPT	KAT2A inh
COc1ccc(NC(=O)CCNS(=O)(=O)c2ccc(Cl)c([N+](=O)[O-])c2)cc1S(N)(=O)=O	0%	-12%	-4%
CN(Cc1cnccn1)C(=O)C1CCC(=O)N(CCc2ccc(Cl)cc2)C1 (configuration not stated)	11%	5%	3%
S=C(NCc1ccco1)NCC(c1ccco1)N1CCCCC1 (configuration not stated)	-13%	?	-3%
CCOC(=O)C1(CCOc2ccccc2)CCN(C(=O)c2ccc(-n3cccn3)cc2)CC1	?	21µM*	-19%
COc1ccc(/C=N/Nc2nccnc2Cl)cc1	9.2µM*	21µM*	-4%
COC(=O)c1c(NC(=S)NNS(=O)(=O)c2ccc(OC)cc2OC)sc2c1CCCCCC2	-7%	-10%	-2%
Cc1cc(C(=O)NN=C2CCCCCC2)c(C)o1	-2%	16%	5%
O=C(Nc1cccc(Cl)c1)c1ccc(NCCCN2CCOCC2)c([N+](=O)[O-])c1	?	29µM*	-4%
COc1cc(/C=C/C(=O)OCC(=O)NCCCc2ccccc2)ccc1O	-9%	-15%	-4%
O=C(NCCCN1CCOCC1)c1ccc2c(=O)n(Cc3cccc(Br)c3)c(=S)[nH]c2c1	-17%	?	1%
CCN(CC)C(=O)C1=C(C)N(Cc2ccccc2)C(=O)C(CC(=O)NC2CCCCC2)C1 (configuration not stated)	-23%	-22%	nt
CCOc1ccc(NC(=S)N2CCC(NC(=O)c3ccccc3)CC2)cc1	10%	-24%	-2%
Cc1cccc(N2C(=O)CC(N3CCN(c4cccc(C(F)(F)F)c4)CC3)C2=O)c1 (configuration not stated)	-7%	-6%	-20%

Further records.
Under each structure – TDP1 cell CPT | DT40 TDP1 no CPT | KAT2A inh
> COC(=O)[C@@]1(Cc2ccc(F)cc2)[C@H]2C(CC(=O)C(=O)N3CCCC3)C(=O)C[C@H]2CN1C(=O)c1ccccc1 (some centres not stated)
    ? | ? | nt
> Cc1cc(NC(=O)CCC(=O)N(CC(=O)NC2CCCC2)c2ccc3c(c2)OCCO3)no1
    -28% | ? | -2%
> COc1cc(CNc2ncn[nH]2)ccc1OCC(=O)NC(C)(C)C
    -25% | 0% | -5%
> C/C(=N\NC(N)=S)C1C2C3CC4C5CC(C42)C1C53 (configuration not stated)
    ? | 10µM* | -8%
> COc1ccccc1-c1nccc(NCc2cccnc2)n1
    -3% | -10% | -22%
> Cc1c([N+](=O)[O-])cc(C(=O)Oc2ccc(Br)cc2C(=S)N2CCCCC2)cc1[N+](=O)[O-]
    -6% | ? | 0%
> O=C(c1ccccc1NS(=O)(=O)c1ccc(Br)s1)N1CCOCC1
    -7% | -5% | ?
> CC(C)[C@H](NC(N)=O)C(=O)Nc1cccc(S(=O)(=O)N2CCOCC2)c1
    -1% | -17% | -2%
> CCc1sc(C(=O)Nc2cccc(C(C)=O)c2)cc1C
    ? | ? | 1%
> Cc1c(N/C=C/C(=O)C(F)(F)F)c(=O)n(-c2ccccc2)n1C
    -8% | -2% | -9%
> Cc1ccc(-c2nnc(N3CCCCC3)c3ccccc23)cc1S(=O)(=O)N(C)C
    23µM* | ? | -1%
> COc1ccc(CNC(=O)c2ccc(CS(=O)(=O)Cc3ccccc3F)o2)cc1
    ? | 16µM* | 2%
> COc1cc(C2C(=O)c3ccccc3C2=O)ccc1O
    ? | ? | -23%
> Cc1noc(C)c1CCC(=O)NC1CCCN(Cc2ccc(Cl)cc2)C1 (configuration not stated)
    -20% | -3% | -1%
> S=C(NCc1ccccc1)NCc1ccc2c(c1)OCO2
    28% | -20% | -17%
> O=c1[nH]c2ccc(S(=O)(=O)N3CCN(C4CCCCC4)CC3)cc2[nH]c1=O
    1% | 1% | 0%
> COc1ccc(S(=O)(=O)N(C)c2ccc(C(=O)NCC3CCCO3)cc2)cc1OC (configuration not stated)
    -5% | -5% | -10%
> COc1ccc(C(=O)N/N=C\c2coc3ccccc3c2=O)cc1
    -22% | -19% | 1%
> CS(=O)(=O)N1CCC2(CC1)CN(c1ncccn1)C2
    4% | -9% | 4%
> Cc1cc(C(C)(C)C)oc1C(=O)N(CC(=O)NC1CCCC1)Cc1ccc(Cl)cc1
    9.2µM* | 14µM* | 2%
> O=C(NCc1ccc2c(c1)OCO2)c1nn(-c2ccccc2)c(=O)c2ccccc12
    ? | ? | -6%
> O=C(Nc1ccc(N2CCN(C(=O)c3ccccc3)CC2)cc1)c1cc2ccccc2o1
    6.5µM* | 5.2µM* | -7%
> O=C(CSc1nc(-c2ccc(F)cc2)cs1)N1CCOCC1
    -10% | -22% | 3%
> O=c1[nH]c(=O)n(C2CC(O)C(CO)O2)cc1Br (configuration not stated)
    ? | ? | nt
> CCOC(=O)c1cccc(NC(=O)CCS(=O)(=O)c2ccc3c(c2)CCN3C(=O)CC)c1
    ? | -29% | -5%
> O=C(Nc1ccccc1)C1CC(=O)N(C2CCCCC2)C1 (configuration not stated)
    -15% | -1% | 0%
> NC(=O)c1cc(-c2ccccc2)nc(Oc2ccccc2)n1
    -14% | -16% | -2%
> Cc1ccc(-n2ncc3c(NCc4ccccc4)ncnc32)cc1
    ? | -27% | -2%
> Cc1ccc(CNC(=O)CCNC(=O)c2ccc(Br)o2)cc1
    -24% | -5% | -3%
> O=C(CCN1C(=O)C2CCCCC2C1=O)NNC(=O)c1cccc(Cl)c1 (configuration not stated)
    16% | -3% | 1%
> CC(=O)Nc1cccc(NC(=O)CSc2nc(=O)n(CCN3CCOCC3)c3c2CCC3)c1
    5% | 2% | -2%
> CCCCn1nnnc1C(c1cc2ccccc2o1)N1CCN(C(=O)OCC)CC1 (configuration not stated)
    ? | ? | nt
> CCCOC(=O)C1=C(C)NC2=C(C(=O)CCC2)C1c1cccs1 (configuration not stated)
    -18% | -22% | -1%
> CC(C)(C)c1ccc(-c2nnc(SCC(=O)NC3CCS(=O)(=O)C3)n2N)cc1 (configuration not stated)
    1% | -2% | -2%
> CC(C)(C)c1ccc(OCC(O)CN2CCCC2)cc1 (configuration not stated)
    -20% | ? | -7%
> Cc1nc2ncnn2c(C)c1CCC(=O)NCCc1ccccc1
    ? | -27% | 0%
> O=C(CC1C(=O)N(c2ccccc2)C(=O)N1CCc1cccs1)Nc1ccc(Cl)cc1 (configuration not stated)
    21µM* | ? | -2%
> O=C(CCS(=O)(=O)c1cc(Br)cc2c1N(C(=O)C1CC1)CC2)NCC1CCCO1 (configuration not stated)
    -5% | -1% | -19%
> C[C@@H]1CCCCO[C@H](CN(C)Cc2ccc3c(c2)OCO3)[C@@H](C)CN([C@H](C)CO)C(=O)c2cc(NC(=O)c3ccccc3)ccc2O1
    21µM* | 15µM* | nt
> CCN(CC)c1ccc(NC(=O)C2CCCN(S(=O)(=O)c3ccc4c(c3)oc(=O)n4C)C2)c(C)c1 (configuration not stated)
    21µM* | 10µM* | 0%
> CCOC(=O)c1[nH]c2c(c1Cc1ccccc1C)C(=O)CC(c1cc(OC)ccc1OC)C2 (configuration not stated)
    ? | ? | -4%
> CCNc1nc(N)nc(Oc2ccc(OCC)nn2)n1
    -5% | -6% | -13%
> N#Cc1c(Nc2ccc(F)cc2)sc(C(=O)c2ccc(F)cc2)c1N
    -24% | -25% | 2%
> COc1ccc(NC(=O)C2CCN(C(=O)c3ccccc3)CC2)cc1OC
    -14% | -12% | -4%
> Cc1noc(C)c1C(=O)N1CCC[C@@]2(CCN(Cc3ccc(C#N)cc3)C2)C1
    1% | -13% | -10%
> O=C(CCC1CCCN(C(=O)c2ccc3[nH]ccc3c2)C1)N1CCN(c2ccccn2)CC1 (configuration not stated)
    23µM* | 21µM* | 17%
> O=C(NNS(=O)(=O)c1ccc(F)cc1)c1ccc(O)cc1
    -2% | 10% | -19%
